# PMI inhibitors – MPI enzyme activity inhibition – biochemical, fluorescence intensity, coupled assay, primary screen (AID 1209); purified PMI enzyme, coupled fluorescence intensity; higher % means a stronger effect; inhibition, % at 20 µM; hits with a dose series show IC50 in µM; 0.42% of 190,000 active;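 note: plate controls were DMSO vehicle for no effect and wells lacking substrate for full effect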
# ER stress rescue – protection against thapsigargin-triggered cell killing – 384-well, CSM14.1, ATP luminescence, primary screen (AID 1222). CSM14.1 thapsigargin-induced death rescue, ATP luminescence; higher % means a stronger effect. one-dose cellular ATP content (survival), % at 20 µM; EC50 in µM for titrated hits. 190,000 tested, under 10 active;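 active = EC50 below 50 µM in the dose-response confirmation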;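 note: death triggered by thapsigargin at about 15 µM added after 2 h compound pretreatment; cell ATP read after overnight thapsigargin exposure of roughly 18 to 22 hours; normalized against plate controls of thapsigargin alone and 5% DMSO vehicle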
# Ins promoter up – MIN6 insulin promoter up-regulation; MIN6 insulin promoter-GFP reporter, high-content imaging; hits give high values; z-score at 5 µM; 0.3% of 190,000 active;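 active = z-score above 3 at 5 µM with at least 500 cells counted in the well; inconclusive = wells under 500 cells, flagged as cytotoxic or low count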
# West Nile antiviral – inhibition of WNV-induced cytopathic effect – cell-based, CPE readout (AID 1621); West Nile virus-infected cells, CPE inhibition; higher % means a stronger effect; 0.02% of 290,000 active; one-dose CPE inhibition, % at 10 µM; IC50 in µM for titrated hits; in the data active = a potency from the dose series; inconclusive = CPE inhibition mostly from about 3.7% at the one dose, without a potency; inactive = the rest, 99 in 100 with CPE inhibition below about 2.2%; note: strong numbers were not always called active
# human PMI inhibitors – human PMI inhibitors, high substrate, primary screen, biochemical, fluorescence intensity, high mannose 6-phosphate (AID 1220). one-dose inhibition, % at 20 µM; IC50 in µM for titrated hits. recombinant PMI enzyme, coupled fluorescence intensity; higher % means a stronger effect. 0.66% of 190,000 active
# TNAP activation fold – human TNAP enzyme activators, primary screen, biochemical, luminescent, no phosphate acceptor, uHTS (AID 1001) | purified TNAP, luminescent activation assay, no phosphate acceptor; higher activation fold means a stronger effect | 0.03% of 200,000 active | activation fold at 20 µM; hits with a dose series show EC50 in µM; in the data active = activation fold from about 3, or a potency from the dose series; inactive = the rest, 99 in 100 with activation fold below about 1.6; note: many of its hits are not listed in these tables
# Large T inhibition – TAg ATPase/helicase activity blockers – biochemical (AID 1903). SV40 large T antigen ATPase/helicase inhibition assay; higher % means a stronger effect. inhibition, % at 20 µM, or IC50 in µM where a hit was titrated. 0.39% of 310,000 active; in the data active = a potency from the dose series; inconclusive = inhibition mostly from about 32% at the one dose, without a potency; inactive = the rest, 99 in 100 with inhibition below about 32%; note: strong numbers were not always called active
# RSV CPE inhibition – inhibition of RSV-induced cytopathic effect – HEp-2 cells, primary 10 µM value included (AID 2391); 0.13% of 310,000 active; HEp-2 cells, RSV-induced CPE inhibition; higher % means a stronger effect; one-dose CPE inhibition, % at 10 µM; IC50 in µM for titrated hits; in the data active = a potency from the dose series; inconclusive = CPE inhibition mostly from about 23% at the one dose, without a potency; inactive = the rest, 99 in 100 with CPE inhibition below about 21%; note: strong numbers were not always called active
# PhoP inhibition – inhibitors of PhoP regulon expression, primary screen, Salmonella Typhimurium, GFP reporter (AID 1863). S. Typhimurium PhoP-regulated promoter GFP reporter, 4 h; higher % means a stronger effect. 0.16% of 300,000 active. inhibition, % at 50 µM, or IC50 in µM where a hit was titrated;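 active = inhibition over 29.93%, a cutoff 3 SD above the screen mean, later confirmed by dose response; inconclusive = inhibition over 29.93% but no dose response follow-up; inactive = inhibition at most 29.93% or unconfirmed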;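 note: 0% = low Mg2+ inducing control and 100% = high Mg2+ repressing control; strong numbers were not always called active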
# Ins promoter up cell count – recorded beside Ins promoter up, whose call it bears; cell count; measured here: cytotoxicity, nuclei count;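 total cells summed across four imaged fields per well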
# Active calls of the source: *; ? = inconclusive; / = not tested or not shown. Cut-off read from the data, not from the text of the source, unless noted: active = inhibition above about 50%; inactive = the rest.
structure	ER stress rescue	Ins promoter up cell count	PhoP inhibition	Ins promoter up	RSV CPE inhibition	Large T inhibition	human PMI inhibitors	PMI inhibitors	TNAP activation fold	West Nile antiviral
CCOC(=O)CSc1nnc(CNC(=O)Cc2ccccc2)n1C	0.6%	1660	-4.0%	-0.08	1.5%	0.7%	-0.3%	-3.6%	1.1	0.4%
COC(=O)CCCC1=CC2=C(c3ccccc3)C(=O)C(C)(OC(=O)C3CCCC3)C(=O)C2=CN1C1CCCC1 (stereo not given)	/	980	1.0%	-1.55	0.4%	15.1%	/	/	/	-0.6%
COc1ccc(C(=O)C2CCCN(C(=O)c3ccccc3C(C)=O)C2)cc1F (stereo not given)	3.6%	1445	3.7%	-0.39	-0.4%	-0.4%	-5.1%	-0.2%	1	-1.1%
CCOc1cc(/C=N/NC(=O)COc2nc(C)cc(COC)c2C#N)ccc1O	-0.9%	1519	-0.4%	0.3	1.0%	25.5%	17.8%	20.1%	1	-0.4%
c1cc2c3c(cccc3c1)C(N1CCCCCC1)=N2	-3.3%	/	18.2%	/	6.0%	4.9%	12.7%	15.8%	1.1	/
O=C(c1ccc(Cl)cc1)N1CCC(O)(CSc2ccccc2)CC1	-1.9%	1807	0.8%	-0.3	0.3%	4.8%	20.9%	16.0%	1	-0.6%
CCOc1ccc(S(=O)(=O)N(C)c2ccc(OCC(=O)Nc3nccs3)cc2)cc1	1.3%	1649	0.3%	-0.03	?	3.1%	7.7%	11.2%	1.1	-0.4%
COC(=O)Cn1c(=O)c2c(nc3n2CCCN3CCc2ccccc2)n(C)c1=O	/	/	-5.0%	/	1.0%	6.9%	/	/	/	-0.4%
Cc1ccc(Cl)cc1N1CCN(CC(=O)Nc2ccc3[nH]c(=O)[nH]c3c2)CC1	/	1216	-0.3%	2.02	-0.1%	6.3%	-10.1%	2.0%	1.1	0.0%
CCn1c(/C=C/c2cccc([N+](=O)[O-])c2)nc2ccccc2c1=O	-1.4%	1561	4.5%	-0.38	1.9%	7.3%	3.5%	2.9%	0.8	-0.1%
CCCCOC1(c2ccccc2)OC(=O)c2ccccc21 (stereo not given)	1.2%	1651	4.2%	0.19	2.0%	-1.1%	1.8%	6.9%	1.1	0.3%
O=C(CSc1nnc(NC(=O)CN2CCOCC2)s1)Nc1ccccc1	-0.5%	1507	2.6%	-0.24	0.5%	2.6%	-8.8%	3.3%	1.1	0.2%
S=c1[nH]nc(COc2ccccc2)n1/N=C/c1ccccc1Cl	/	/	-14.1%	/	?	3.0%	/	/	/	0.1%
OC(C#CCN1CCCCC1)(c1ccccc1)c1ccccc1	/	/	8.9%	/	-0.4%	0.1%	/	/	/	-1.2%
Cc1cc(C)c(NC(=O)Cn2nnc(C(=O)NCc3ccco3)c2N)c(C)c1	/	1199	2.7%	0.36	-0.1%	12.7%	-1.9%	5.6%	1.2	0.2%
CC(C)N1C(=O)CC(Nc2cccc3cccc(N)c23)C1=O (stereo not given)	/	1312	4.8%	0.14	/	3.7%	64.5%*	34.3%	1.1	0.5%
CSc1nc(C2CC2)cc(-c2cccs2)c1C#N	-0.9%	1105	11.5%	0.77	41.2%	5.5%	19.3%	19.6%	1.1	1.4%
CCOC(=O)c1cnn(-c2ncnc3sc(CC)cc23)c1N	-1.8%	839	0.4%	-1.42	6.4%	11.9%	-1.3%	-3.2%	1.2	-0.2%
O=C(c1ccc(Cl)cc1)c1cnc(-c2ccc(Cl)cc2)s1	-3.0%	/	0.1%	/	-0.8%	3.3%	3.3%	3.1%	1.1	-0.5%
Clc1ncc(CN2CCN(Cc3ccccc3)CC2)s1	-0.3%	1870	17.4%	0.44	1.2%	0.7%	19.8%	18.3%	1.1	-0.1%
CN(c1ccc(OCC(=O)OCC(=O)Nc2ccc(Br)cc2)cc1)S(=O)(=O)c1cccs1	-2.9%	1529	-61.9%	0.22	0.0%	5.6%	18.4%	13.0%	1.1	0.1%
Brc1cccc(OCCN2CCOCC2)c1	/	/	5.5%	/	1.3%	17.1%	/	/	/	-0.8%
Cc1nc(Cl)c(Cl)n1CCOc1ccccc1	/	1414	-9.3%	0.8	41.8%	3.1%	/	/	/	-1.1%
NC(=O)c1cnn2c1NC(c1ccc(F)cc1)CC2C(F)(F)F (stereo not given)	2.3%	1359	-4.1%	0.3	2.8%	0.9%	5.8%	8.8%	1.1	-0.4%
Fc1ccccc1-c1nnc2ccc3ccccc3n12	/	/	-2.7%	/	6.5%	12.1%	/	/	/	-1.0%
CCOC(=O)C1CCN(C2=C(NS(=O)(=O)c3ccc(Cl)cc3)C(=O)c3ccccc3C2=O)CC1	/	1077	-3.7%	-0.74	5.8%	11.4%	/	/	/	-0.5%
C/C(=N\Nc1ccc([N+](=O)[O-])cc1)c1ccc(N2CCOCC2)cc1	/	1475	11.2%	1.08	1.4%	9.1%	/	/	/	0.1%
CCCc1nnc(SCC(=O)N2CCCCC2C)n1CCOC (stereo not given)	0.4%	1432	9.8%	1.18	4.5%	8.8%	-3.8%	3.1%	1.1	-0.2%
CC(=O)Nc1c(N)c2ccccc2oc1=O	0.3%	1326	6.1%	-0.34	-1.9%	-0.1%	-9.9%	-12.2%	1.1	0.1%
Cc1ccc2oc(=O)c3cnn(CC(=O)N(CCC(C)C)Cc4ccco4)c3c2c1	3.6%	1079	-2.5%	-0.03	0.3%	8.7%	0.1%	-1.7%	1.2	-0.2%
O=C(NCc1cc([N+](=O)[O-])ccc1O)c1cccnc1Sc1ccccc1	/	/	-4.4%	/	0.3%	8.1%	/	/	/	-0.1%
O=C1CCCN1CCCNS(=O)(=O)c1ccccc1	/	/	10.7%	/	0.7%	-7.0%	/	/	/	0.3%
O=C(COC(=O)c1ccc2c(c1)C(=O)N(Cc1ccco1)C2=O)NCC(F)(F)F	/	/	-4.8%	/	1.4%	6.6%	/	/	/	-0.3%
CCCCCc1c(C)[nH]c2nc3ccccc3n2c1=O	/	/	4.4%	/	1.3%	-0.5%	/	/	/	-0.5%
CC1CCCCC1NC(=O)C1CCC(CNS(=O)(=O)c2cccc3cccnc23)CC1 (stereo not given)	/	/	-4.4%	/	1.4%	11.6%	/	/	/	-0.1%
O=C1NC(=O)/C(=C/c2ccccc2Cl)N1	/	/	5.8%	/	5.5%	2.2%	/	/	/	-0.9%
CCCCN(C(=O)Cc1cccs1)c1nnc(-c2cccnc2)s1	0.5%	/	2.2%	/	4.3%	6.2%	-21.2%	-22.9%	1.1	-0.3%
Cc1ccccc1NC(=O)C1C2CC/C=C\CCC21 (stereo not given)	-0.2%	1305	0.0%	0.41	3.5%	-2.7%	-10.6%	-15.7%	1	0.4%
O=C(Cn1cnc2ccccc21)N/N=C/c1ccco1	-1.3%	1416	12.1%	1.66	1.1%	5.0%	18.2%	6.9%	1	0.4%
CCC1CCCN1Cn1cnc2c([nH]c3ccccc32)c1=O (stereo not given)	-2.3%	1309	11.1%	-1.08	-1.3%	3.9%	-12.3%	-11.5%	1	/
Cc1ccc(C2(C(F)(F)F)NC(=O)N3CCCN=C3S2)cc1 (stereo not given)	0.5%	1344	3.2%	0.86	-0.4%	17.2%	2.3%	-3.5%	1	-0.6%
CNC(=O)c1sc(SC)cc1-c1ccc(Cl)cc1	2.8%	/	-4.8%	/	1.3%	1.8%	0.9%	5.3%	1.1	-0.3%
OCCN1CCN(c2nc(-c3ccccc3)nc3c2oc2ccccc23)CC1	-1.2%	922	-11.5%	1.41	3.8%	10.8%	8.7%	5.9%	1	0.0%
O=C(Cn1c(C(=O)O)cc2ccccc21)c1ccccc1	/	/	-2.8%	/	1.6%	11.0%	/	/	/	-0.3%
CC(=O)NC1=NC(=O)/C(=C/c2cc(C)n(-c3cccc(C(=O)O)c3)c2C)S1	-1.1%	1197	-1.7%	1.02	/	29.0%	2.7%	-11.3%	0.9	?
CN1CCN(c2nc(-c3cccs3)cc(C(F)(F)F)n2)CC1	-0.9%	1515	-16.2%	-0.28	1.9%	5.7%	-1.9%	-4.2%	1	-0.2%
CC(C)NC(=O)NC(=O)COC(=O)c1c2c(nc3ccccc13)CCC2	/	/	0.8%	/	-0.1%	12.4%	/	/	/	0.9%
CCOc1ccc(NC(=O)c2ccco2)cc1	/	1210	11.5%	0.87	0.2%	-3.7%	17.7%	20.1%	1.1	-0.4%
COc1ccc(N2C(=O)C3CCCN3C2c2cccc(F)c2)cc1Cl (stereo not given)	-0.9%	1515	-4.0%	-0.14	0.7%	14.4%	5.1%	2.9%	1.1	0.8%

# Filtered by structure: the entries above with a thiophene ring, fused or not
structure	ER stress rescue	Ins promoter up cell count	PhoP inhibition	Ins promoter up	RSV CPE inhibition	Large T inhibition	human PMI inhibitors	PMI inhibitors	TNAP activation fold	West Nile antiviral
CSc1nc(C2CC2)cc(-c2cccs2)c1C#N	-0.9%	1105	11.5%	0.77	41.2%	5.5%	19.3%	19.6%	1.1	1.4%
CCOC(=O)c1cnn(-c2ncnc3sc(CC)cc23)c1N	-1.8%	839	0.4%	-1.42	6.4%	11.9%	-1.3%	-3.2%	1.2	-0.2%
CN(c1ccc(OCC(=O)OCC(=O)Nc2ccc(Br)cc2)cc1)S(=O)(=O)c1cccs1	-2.9%	1529	-61.9%	0.22	0.0%	5.6%	18.4%	13.0%	1.1	0.1%
CCCCN(C(=O)Cc1cccs1)c1nnc(-c2cccnc2)s1	0.5%	/	2.2%	/	4.3%	6.2%	-21.2%	-22.9%	1.1	-0.3%
CNC(=O)c1sc(SC)cc1-c1ccc(Cl)cc1	2.8%	/	-4.8%	/	1.3%	1.8%	0.9%	5.3%	1.1	-0.3%
CN1CCN(c2nc(-c3cccs3)cc(C(F)(F)F)n2)CC1	-0.9%	1515	-16.2%	-0.28	1.9%	5.7%	-1.9%	-4.2%	1	-0.2%

# High-throughput results deposited in PubChem by several laboratories.
